# High-throughput results deposited in PubChem by MTDP.
# RNase H inhibition: RNase H inhibition, HIV 1 Gag Pol polyprotein, FRET biochemical assay, screening (AID 372). HIV-1 RT RNase H, FRET RNA/DNA substrate fluorescence; higher % means a stronger effect. one-dose inhibition, % at 10 µM; IC50 in µM for titrated hits. 100,000 tested, 0.77% active; in the data active = inhibition above about 50%
# * hit, by the source's call. These rows are one share of the data, so the mix of outcomes need not match the whole.
SMILES,RNase H inhibition
CCOc1cc(/C=N/NC(=O)CN(c2cc(Cl)ccc2OC)S(=O)(=O)c2ccc(C)cc2)ccc1OCc1cccc(Cl)c1,16%
Cc1[nH]n(-c2ccccc2)c(=O)c1N=Nc1ccc(C(=O)O)cc1,5%
COc1ccc(NC(=O)CCN2C(=O)/C(=C/c3cccs3)SC2=S)cc1,25%
Cn1c2c(c3cc(Cl)ccc31)CCCC2C#N (configuration not stated),9%
COc1ccc(C2/C(=C(\O)c3ccc([N+](=O)[O-])cc3)C(=O)C(=O)N2CCCCCC(=O)O)cc1 (configuration not stated),13%
COc1ccc(Br)cc1/C=N/NC(=O)C(=O)NC1CCCCC1,9%
Cc1ccc(-c2nc3cc(Cl)ccc3o2)cc1NC(=O)COc1ccc(Br)cc1,22%
COC(=O)c1ccc(/C=N/NC(=O)C(=O)Nc2cccc(Cl)c2)cc1,15%
N#Cc1c(/N=C/c2cccc(Br)c2)sc2c1CCCC2,1%
CC1CC(N(C(=O)c2ccc(Cl)cc2)c2ccccc2)c2ccccc2N1C(=O)c1ccco1 (configuration not stated),4%
COc1ccc(/C=C/C(=O)Nc2ccc(C)c([N+](=O)[O-])c2)cc1,5%
O=C(c1ccccc1)c1ccc(/C=C/c2cccnc2)cc1,6%
Clc1ccc(/C=N/Nc2ncnc3c2cnn3-c2ccccc2)c(Cl)c1,0%
CCOC(=O)C1=C(O)/C(=C/c2cccc(O)c2)SC1=Nc1ccccc1,2%
Cc1cccc(C)c1N(CC(=O)Nc1ccc(F)cc1)S(C)(=O)=O,4%
CC(Oc1ccccc1)C(=O)N(C)Cc1ccccc1 (configuration not stated),15%
COc1cc([N+](=O)[O-])ccc1N1C(=O)C2C(C1=O)C1C=CC2C12CC2 (configuration not stated),14%
O=C(NC(=S)Nc1ccc(Br)cc1)c1cccc(F)c1,14%
O=C(O)c1ccc(S(=O)(=O)c2ccc3c(c2)C(=O)N(c2cccc(I)c2)C3=O)cc1,0%
COc1ccc(NC(=O)CSc2ccccc2)cc1OC,20%
CCOc1ccc(C2NC(=O)NC(C)=C2C(=O)OC2CCCCC2)cc1 (configuration not stated),27%
CC1CC(=O)NN=C1c1ccc(N2CCOCC2)c([N+](=O)[O-])c1 (configuration not stated),3%
COc1ccc(N2C(=O)c3ccccc3NC2c2ccc(OC)c(Cn3nc(C)c(Cl)c3C)c2)cc1 (configuration not stated),1%
COc1ccccc1Nc1cc(=O)[nH]c(=O)[nH]1,18%
O=C(COc1ccc(I)cc1)N/N=C/c1cccc([N+](=O)[O-])c1,6%
SMILES,RNase H inhibition
O=C(Nc1ccc(Cl)c([N+](=O)[O-])c1)c1ccc(Br)o1,28%
CC(C)(C)c1ccc(C(=O)N/N=C/c2c(O)ccc3ccccc23)cc1,0%
CCOC(=O)c1c2nc3ccccc3nc2n2c1[nH]c(=O)c1c(C)c(C)sc12,3%
COC(=O)c1cc(C(=O)Nc2nccs2)cc([N+](=O)[O-])c1,0%
CCN(CC)c1ccc(N=Cc2ccc(OC(=O)c3sc4ccccc4c3Cl)c(OC)c2)cc1,25%
CCOC(=O)CCN1C(=O)/C(=C/c2ccccc2)SC1=S,12%
Cc1cc(C)c(S(=O)(=O)Nc2ccc(Cl)cc2Cl)c(C)c1,5%
Cc1cc2nn(-c3ccccc3)nc2cc1NC(=O)c1cc(Br)ccc1Cl,31%
CCCCCOC(=O)C1=C(C)NC(=O)NC1c1ccccc1Cl (configuration not stated),31%
Cc1ccc(NC(=O)Nc2nnc(-c3ccccc3I)s2)cc1,12%
CCCCCOC(=O)c1ccc(NC(=O)CCC(=O)OCC(=O)c2ccc(Br)cc2)cc1,4%
CC(=O)Nc1ccc(S(=O)(=O)NC(C)C2C3CC4CC(C3)CC2C4)cc1 (configuration not stated),17%
CCOC(=O)C1=C(C)N=c2s/c(=C\c3ccc(N4CCCCC4)o3)c(=O)n2C1c1ccc(Cl)cc1 (configuration not stated),5%
COc1ccc(OC)c(/C=C2/C=C(c3cc(OC)ccc3OC)OC2=O)c1,17%
Cc1cc(C)cc(CSCC(=O)NCCSc2ccccc2)c1,35%
CCOC(=O)c1ccc(NC(=O)C(=O)NCc2ccc(C)cc2)cc1,12%
COc1ccc(/C=N/NC(=O)C(C)Nc2ccc(Br)cc2)c(OC)c1 (configuration not stated),8%
CCC(=O)c1ccc(N2CCN(C(=O)c3cccc(F)c3F)CC2)c(F)c1,5%
COc1ccccc1C(O)C(F)(F)F (configuration not stated),0%
CCOc1cc(C=C2C(=O)NC(=O)NC2=O)ccc1OCCOc1ccc(Cl)c(C)c1,20%
O=[N+]([O-])c1cnc(NCc2cccnc2)c([N+](=O)[O-])c1,0%
CC1CCc2c(sc(NC(=O)c3cccc(Br)c3)c2C(N)=O)C1 (configuration not stated),43%
CCOC(=O)C1=C(C)NC(=O)N(C(C)=O)C1c1ccccc1F (configuration not stated),2%
O=C(/C=C/c1ccc2c(c1)OCO2)Nc1ccc(OCc2ccccc2)cc1,22%
Clc1ccc(-c2csc3nc4ccccc4n23)cc1,6%

# In another format: entries from further up
> COc1ccc(/C=N/NC(=O)C(C)Nc2ccc(Br)cc2)c(OC)c1 (configuration not stated)
  RNase H inhibition: 8%

> CCC(=O)c1ccc(N2CCN(C(=O)c3cccc(F)c3F)CC2)c(F)c1
  RNase H inhibition: 5%

# More results follow:
SMILES,RNase H inhibition
COc1ccc(CCNC(=O)CCc2ccccc2)cc1OC,10%
Clc1cc(-c2ccc(/C=N/n3cnnc3)o2)ccc1Br,39%
Cc1ccccc1OCC(=O)NC(c1ccccc1)c1c(O)ccc2ccccc12 (configuration not stated),11%
CCCC(C)NC(=O)c1c(-c2c(Cl)cccc2Cl)noc1C (configuration not stated),4%
COc1ccc(N(C(C)C(=O)Nc2ccc(Oc3ccccc3)cc2)S(C)(=O)=O)cc1 (configuration not stated),17%
COc1cc(C=C2C(=O)N(C)C(=S)N(C)C2=O)ccc1OCc1cccc(F)c1,12%
C/C(=N\NC(=O)c1ccccc1Cl)c1ccc2ccccc2c1,20%
C(=N\Nc1cccc2cccnc12)/c1cccc2ccccc12,16%
O=C(NCCC1=CCCCC1)C(c1ccccc1)c1ccccc1,13%
CC(Oc1ccc(Cl)cc1Cl)C(=O)Nc1ccc(OCc2ccccc2)cc1 (configuration not stated),15%
COc1ccc(N2C(=O)CC(S/C(N)=N/N=C(\C)c3ccc(F)cc3)C2=O)cc1 (configuration not stated),8%
C/C(=N\NC(=O)COc1ccc(Cl)cc1Cl)c1ccc(Cl)cc1,19%
Cc1sc2nc(-c3ccc(C(C)C)cc3)[nH]c(=O)c2c1C,0%
C=CCOc1c(Cl)cc(/C=C2\C(=O)NC(=O)N(c3cc(C)cc(C)c3)C2=O)cc1OC,9%
Cc1ccc(/C=N/NC(=O)COc2ccccc2Br)o1,5%
N#Cc1c2c(c(Nc3ccc(O)cc3)n3c1nc1ccccc13)CCC2,2%
CC(=O)Nc1ccc(-n2c(C)cc(/C=C(\C#N)C(=O)Nc3ccccc3)c2C)cc1,9%
CN1CCN(c2ccc3c4c(cccc24)C(=O)N(CCO)C3=O)CC1,0%
Cc1ccc(-c2nc3ccccc3s2)cc1NC(=O)c1cccc2ccccc12,31%
O=C1/C(=C/c2ccc(-c3ccc(Cl)cc3[N+](=O)[O-])o2)Sc2ccccc21,24%
CCOC(=O)C1=C(O)/C(=C/c2ccc(OCC(=O)NCCc3ccccc3)cc2)N=C1C,7%
C=CCN1C(=O)NC(=O)/C(=C\c2cnn(-c3ccccc3)c2)C1=O,21%
O=C(Nc1ccc(F)c(Cl)c1)c1ccc([N+](=O)[O-])o1,47%
Cc1ccc(C(C)C)c(OCC(=O)N/N=C/c2ccc(OC(=O)c3ccc([N+](=O)[O-])cc3)cc2)c1,1%
Clc1cc(Cl)c2c(c1)C=C1CCCCC1(N1CCCCC1)O2 (configuration not stated),9%
SMILES,RNase H inhibition
O=C1NC(=S)NC(=O)C1=Cc1ccccc1OCCOc1ccccc1,12%
COc1ccc(-c2cc(=O)oc3cc(OCC(C)=O)ccc23)cc1,12%
O=Cc1ccc(OCc2ccc([N+](=O)[O-])cc2)c(Br)c1,12%
CCOc1cc(/C=C2/SC(=Nc3ccccc3)NC2=O)ccc1OCc1ccc(Cl)cc1,23%
CC(=O)c1c(C)oc2c1cc(O)c1c2c(-c2ccccc2)nn1-c1ccccc1,21%
CCN1C(=O)c2cccc3c(Cl)ccc(c23)C1=O,15%
CN(C)c1ccc(NC(=O)c2cc([N+](=O)[O-])ccc2Cl)cc1,14%
COc1ccc(C(=O)NC(=S)Nc2nc(-c3ccccc3)cs2)cc1Br,12%
C=CCN1C(=O)/C(=C\c2ccc(O)cc2)C(=O)NC1=S,4%
Cc1ccc(NC(=O)C2CC(=O)N(c3cccc([N+](=O)[O-])c3)C2)cc1C (configuration not stated),11%
Cc1ccc(-c2cc(C(=O)Nc3ccc(S(N)(=O)=O)cc3)c3ccccc3n2)cc1,8%
O=C(Nc1ccc(Br)cc1)c1ccc(N2C(=O)c3ccc([N+](=O)[O-])cc3C2=O)cc1,38%
Cc1cc(Br)cc(C)c1NC(=O)c1cc2ccccc2o1,41%
O=C(CCCC(=O)OCC(F)(F)C(F)F)Nc1nccs1,4%
CC(=O)C1=C(O)C(=O)N(CCN(C)C)C1c1ccccc1F (configuration not stated),13%
CCOc1ccc2c(c1)C(=C1SC(C(=O)OC)=C(C(=O)OC)S1)C(=S)C(C)(C)N2C(=O)c1ccccc1F,19%
O=C1C2CC=C(Cl)CC2C(=O)N1CN(Cc1ccco1)CN1C(=O)C2CC=C(Cl)CC2C1=O (configuration not stated),1%
CCOc1cc(/C=C2\SC(=S)N(c3ccc(F)cc3)C2=O)ccc1O,18%
Cc1ccc(N(CC(=O)Nc2c(C)n(C)n(-c3ccccc3)c2=O)S(C)(=O)=O)cc1,0%
Cc1cccc(C2C3=C(CCCC3=O)N=C3c4ccccc4C(=O)C32)c1 (configuration not stated),10%
COc1ccc(CCNC(=O)C(=O)NC2CC2)cc1OC,3%
O=C(N/N=C/c1ccc(O)c(O)c1)c1ccc(Br)cc1,41%
O=C1CCCC2=C1C(c1ccc(F)cc1)Nc1ccccc1N2 (configuration not stated),3%
O=C1N=c2ccc(Br)cc2=C1c1sc(Nc2cccnc2)nc1O,8%
O=C(O)c1cc2c3c(c1)C1C=CCC1C(c1ccc(Br)cc1)N3CC1CC=CC21 (configuration not stated),10%

# 20 compounds out of the list, sorted by number of heavy atoms, ascending:
SMILES,RNase H inhibition
Cn1c2c(c3cc(Cl)ccc31)CCCC2C#N (configuration not stated),9%
O=C(Nc1ccc(F)c(Cl)c1)c1ccc([N+](=O)[O-])o1,47%
O=C(N/N=C/c1ccc(O)c(O)c1)c1ccc(Br)cc1,41%
COc1ccc(CCNC(=O)C(=O)NC2CC2)cc1OC,3%
O=C(c1ccccc1)c1ccc(/C=C/c2cccnc2)cc1,6%
O=C1CCCC2=C1C(c1ccc(F)cc1)Nc1ccccc1N2 (configuration not stated),3%
COc1ccc(-c2cc(=O)oc3cc(OCC(C)=O)ccc23)cc1,12%
CN1CCN(c2ccc3c4c(cccc24)C(=O)N(CCO)C3=O)CC1,0%
O=C1/C(=C/c2ccc(-c3ccc(Cl)cc3[N+](=O)[O-])o2)Sc2ccccc21,24%
CCC(=O)c1ccc(N2CCN(C(=O)c3cccc(F)c3F)CC2)c(F)c1,5%
CC(Oc1ccc(Cl)cc1Cl)C(=O)Nc1ccc(OCc2ccccc2)cc1 (configuration not stated),15%
O=C(O)c1cc2c3c(c1)C1C=CCC1C(c1ccc(Br)cc1)N3CC1CC=CC21 (configuration not stated),10%
Cc1ccc(-c2cc(C(=O)Nc3ccc(S(N)(=O)=O)cc3)c3ccccc3n2)cc1,8%
C=CCOc1c(Cl)cc(/C=C2\C(=O)NC(=O)N(c3cc(C)cc(C)c3)C2=O)cc1OC,9%
CCCCCOC(=O)c1ccc(NC(=O)CCC(=O)OCC(=O)c2ccc(Br)cc2)cc1,4%
O=C1C2CC=C(Cl)CC2C(=O)N1CN(Cc1ccco1)CN1C(=O)C2CC=C(Cl)CC2C1=O (configuration not stated),1%
CCN(CC)c1ccc(N=Cc2ccc(OC(=O)c3sc4ccccc4c3Cl)c(OC)c2)cc1,25%
CCOC(=O)C1=C(C)N=c2s/c(=C\c3ccc(N4CCCCC4)o3)c(=O)n2C1c1ccc(Cl)cc1 (configuration not stated),5%
CCOc1ccc2c(c1)C(=C1SC(C(=O)OC)=C(C(=O)OC)S1)C(=S)C(C)(C)N2C(=O)c1ccccc1F,19%
CCOc1cc(/C=N/NC(=O)CN(c2cc(Cl)ccc2OC)S(=O)(=O)c2ccc(C)cc2)ccc1OCc1cccc(Cl)c1,16%

# Carrying on:
SMILES,RNase H inhibition
Cc1ccccc1OCC(=O)Nc1ccc(C(C)C)cc1,13%
O=C(CN(c1ccccc1)S(=O)(=O)c1ccccc1[N+](=O)[O-])Nc1ccccc1,10%
COc1ccc(OC)c(Nc2nc(-c3c(C)nc4ccccn34)cs2)c1,15%
Cc1ccc(C)c(OCCCCN2CCOCC2)c1C,1%
COc1ccc(C2C(C(C)=O)=C(O)C(=O)N2CCCC(=O)O)cc1 (configuration not stated),6%
O=C(N/N=C/c1ccc[nH]1)c1ccccc1[N+](=O)[O-],2%
N/C(=N\OC(=O)c1ccc(Cl)c([N+](=O)[O-])c1)c1ccccc1,10%
O=C1Nc2ccc(Br)cc2C1=Nc1ccc(-c2ccccc2)cc1,7%
Cc1ccc(OCCCCOc2cccc3cccnc23)c(Cl)c1,30%
COC(=O)c1ccc(/C=C2\C(=O)NC(=S)N(c3ccc(Br)cc3C)C2=O)cc1,8%
O=C1C2CCCCC2C(=O)N1c1cc(C(F)(F)F)ccc1Cl (configuration not stated),0%
O=C(NC(=S)N1CCN(c2ccc(Cl)cc2[N+](=O)[O-])CC1)c1cccs1,3%
CC(=O)Nc1ccc2nc(SCC(=O)NCC3CCCO3)sc2c1 (configuration not stated),1%
COc1ccc(NC(=NCCc2ccccc2)SC2CC(=O)N(c3ccc(F)cc3)C2=O)cc1 (configuration not stated),9%
COc1cccc(C(=O)Nc2cccc(Cl)c2)c1,10%
COc1ccc(OCC(O)Cn2cnc3ccccc32)cc1 (configuration not stated),2%
O=C(Nc1ccc([N+](=O)[O-])c(NC(=O)c2cccs2)c1)c1cccs1,4%
Clc1ccc(CN2C3=NCCN3c3ccccc32)cc1,8%
Cc1cc(O)ccc1Nc1nc2ccccc2nc1Nc1ccc(O)cc1C,16%
